MrgX1 antagonist: antagonists of human MrgX1 receptor, primary screen, HEK293 cells, Fluo-4 calcium flux; Mas-related G-protein coupled receptor member X1 (Homo sapiens), Q96LB2; BAM8-22 antagonism; hits give low values; B-score at 10 µM; hit rate 1.3% among 310,000;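 active = calcium-response B-score plate-corrected more than 3 library SD below zero, starting fluorescence within 5 deviations, no agonist response on first addition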;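 also: peak minus trough fluorescence over baseline after final BAM8-22 challenge near maximal dose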
Target sequence (Q96LB2 whole entry, looked up): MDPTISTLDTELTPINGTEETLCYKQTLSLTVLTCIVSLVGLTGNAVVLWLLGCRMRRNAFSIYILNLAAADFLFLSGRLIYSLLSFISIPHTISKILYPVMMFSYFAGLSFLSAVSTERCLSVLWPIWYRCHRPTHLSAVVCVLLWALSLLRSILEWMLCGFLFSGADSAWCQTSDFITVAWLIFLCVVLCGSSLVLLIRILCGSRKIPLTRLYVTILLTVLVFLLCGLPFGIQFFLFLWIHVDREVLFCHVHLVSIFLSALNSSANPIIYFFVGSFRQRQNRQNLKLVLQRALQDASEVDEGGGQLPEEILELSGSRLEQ
Platelet DG rel: inhibitors of platelet dense granule secretion, primary screen, cell-based, MLPCN, human platelets; human platelet-rich plasma, SFLLRN dense granule ATP release, luminescence; hit rate 0.22% among 300,000; inhibition, %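 (compounds screened at 7.5 µM in platelet-rich plasma)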;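 active = mean replicate score, as percent of positive control, at or above 50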
HIF activator: HIF pathway transcriptional activators, primary screen, cell-based, U2OS HRE-luciferase, luminescence; AID 1910, 2009; activation, % at 7.5 µM (by protocol); hit rate 0.32% among 300,000; U2OS HRE-luciferase reporter; normalized: DMSO 0%, desferrioxamine 100%;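 active = mean activation of at least 10% of the iron chelator positive control signal, with at least half of replicates also reaching 10%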
SKKanGAS inh: S. pyogenes SKKanGAS growth inhibitors in kanamycin, primary screen, streptokinase expression inhibitor project, SKKanGAS strain, BacTiter-Glo luminescence; 6 h; inhibition, % at 7.5 µM; hit rate 1.3% among 300,000; AID 1662, 2009;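 active = mean replicate score, as percent of positive control median, at least 50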;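 also: strain carries kanamycin resistance gene driven by streptokinase promoter and grows in 40 µg/ml kanamycin; loss of luminescence reflects streptokinase promoter inhibition or plain growth inhibition; 0% = median of DMSO wells and 100% = positive control at its reference dose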
TRPC6 inh: mouse TRPC6 channel inhibitors, primary screen, cell-based, HEK293, membrane potential dye. Short transient receptor potential channel 6 (Mus musculus), Q61143. ACh-evoked depolarization; hits give low values. B-score at 10 µM. hit rate 1.1% among 310,000. AID 2553, 2010;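 active = B-score under library mean minus 3 SD, initial fluorescence not abnormally high, positive integrated signal ratio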;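 also: B-score derived from integrated fluorescence ratio over the kinetic read; more negative B-score means stronger inhibition of depolarization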
RGS4 inh: RGS4 inhibitors, primary screen, cell-based, HEK293 M3R inducible RGS4, calcium flux | hit rate 0.45% among 310,000 | AID 463165, 2010 | Fluo-4 calcium flux; hits give high values; triggered by carbachol at its EC20 | Regulator of G-protein signaling 4 (Homo sapiens), P49798 | B-score at 10 µM;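 active = B-score, a plate-corrected calcium signal, over three deviations above library mean, with baseline fluorescence within five deviations of library mean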;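 also: RGS4 expression induced by doxycycline in cells with stable M3 receptor; B-score is computed from the integrated fluorescence ratio over baseline after carbachol; higher B-score means a larger calcium signal and so more RGS4 inhibition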
Target sequence (P49798 whole entry, looked up): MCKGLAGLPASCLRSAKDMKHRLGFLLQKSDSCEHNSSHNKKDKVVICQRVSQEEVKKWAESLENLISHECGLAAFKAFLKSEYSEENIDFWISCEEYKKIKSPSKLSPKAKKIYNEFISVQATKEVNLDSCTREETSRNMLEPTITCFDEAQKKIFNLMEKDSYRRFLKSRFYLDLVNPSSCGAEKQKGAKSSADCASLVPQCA
TRPC4 block: inhibitors of mouse TRPC4 channel, primary screen, Fluo4 calcium, HEK293 TRPC4beta/mu-opioid cells. Short transient receptor potential channel 4 (Mus musculus), Q9QUQ5. DAMGO-evoked Fluo4 calcium flux; hits give low values. B-score at 10 µM. hit rate 0.39% among 300,000;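 active = B-score over 3 SD under the library average, no early fluorescence shift, positive overall ratio signal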
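System: stable TRPC4beta/mu-opioid receptor HEK293 cells; Dosing: single-point compound dosing; Measured by: Fluo4 Ca2+ flux fluorescence; Read-out basis: per-well B score of integrated baseline-normalized Fluo4 ratio.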
MrgX1 agonist: agonists of human MrgX1 receptor, primary screen, HEK293 cells, Fluo-4 calcium flux. hit rate 0.44% among 310,000. B-score at 10 µM. Fluo-4 calcium fluorescence, agonist mode; hits give high values;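 active = calcium response B-score plate-corrected fluorescence ratio at least 3 library SD, with starting fluorescence B-score inside 5 SD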
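times = overnight plating, then 30 min 37 °C plus 30 min room-temperature dye loading | assay system = stable human MrgX1 HEK293 cell line | input = fifteen thousand cells per well | signal = kinetic calcium dye fluorescence, Fluo-4 NW | dosing = compound delivered in addition one of three | read-out = B-scored fluorescence response ratio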
RGS4 pot: RGS4 potentiators or activators, primary screen, cell-based, HEK293 M3R inducible RGS4, calcium flux; hit rate 0.92% among 310,000; B-score at 10 µM; carbachol calcium flux Fluo4; hits give low values;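 active = B-score of the integrated calcium signal more than 4 SD below the library mean, with starting fluorescence not abnormally high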;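 also: negative B-score means reduced calcium response which marks RGS4 activation or potentiation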
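Assay system: HEK293 FlpIn-TREx cells, stable M3R, doxycycline-inducible RGS4 / Probe or stimulus: carbachol, ECmax concentration / Times: overnight RGS4 induction, 30 min dye load 37 °C, 20 min compound RT / Signal: kinetic calcium fluorescence imaging with Fluo4-AM dye, 2 µM / Measure: Agonist-evoked peak-minus-minimum fluorescence over baseline, integrated ratio, B score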
TRPC6 act: mouse TRPC6 channel activators, primary screen, cell-based, HEK293, membrane potential dye. Short transient receptor potential channel 6 (Mus musculus), Q61143. hit rate 0.13% among 310,000. B-score at 10 µM. HEK293-TRPC6 membrane potential dye fluorescence; hits give high values;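 active = B-score of the integrated fluorescence ratio above library mean plus 3 SD, and starting fluorescence ratio within library mean plus 5 SD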;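 also: higher score means more depolarization so channel activation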
MrgX1 allo act: positive allosteric modulators of MrgX1, primary screen, HEK293 cells, Fluo-4 calcium flux. hit rate 0.63% among 310,000. Mas-related G-protein coupled receptor member X1 (Homo sapiens), Q96LB2. B-score at 10 µM. FDSS; hits give high values;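 active = plate-corrected calcium response at least 3 library SD above typical, normal starting fluorescence, not activating the receptor alone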;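 also: compound read alongside a low EC10 to EC30 dose of BAM8-22 agonist; peak minus trough fluorescence over baseline measured at the second addition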
* = called active by the depositor; i = inactive; nt = not tested or not shown.

SMILES	MrgX1 antagonist	Platelet DG rel	HIF activator	SKKanGAS inh	TRPC6 inh	RGS4 inh	TRPC4 block	MrgX1 agonist	RGS4 pot	TRPC6 act	MrgX1 allo act
CC(=O)Nc1ccccc1OCC(=O)NCCC1=CCCCC1	i	-5	0.2	1	i	i	i	i	i	i	i
COc1ccc(CC(=O)Nc2nc3ccccc3[nH]2)cc1	i	-3	1.1	6	i	i	i	i	i	i	i
O=C1C=C(Nc2cccc3cccnc23)c2ccccc2C1=O	i	3	1.4	63*	i	i	i	i	i	i	i
CCCCn1nc2cc(C(=O)NCc3ccc(OC(F)(F)F)cc3)ccc2c1OC	i	-1	1.2	10	i	i	i	i	i	i	i
CC[C@@]1(O)C(=O)OCc2c1cc1n(c2=O)Cc2cc3c(N)cccc3nc2-1	i	2	17*	12	i	i	i	i	i	i	i
Cc1csc(NC(=O)CSc2nnc(-c3ccc(S(=O)(=O)N4CCCC4)cc3)o2)n1	i	4	-0.2	9	i	i	i	i	i	i	i
C=CCSc1nnc(N2C(=O)C(O)=C(C(=O)c3ccco3)C2c2ccc(F)cc2)s1 (configuration not stated)	i	0	0.3	22	i	i	i	i	i	i	i
COc1ccc(NC(=O)CSc2nnc(-c3cccs3)n2-c2ccccc2)cc1	i	-6	-0.1	-8	i	i	i	i	i	i	i
CC(c1ccco1)N(C(=O)c1ccccc1NS(=O)(=O)c1ccc(Cl)c([N+](=O)[O-])c1)c1ccccn1 (configuration not stated)	i	6	0.3	4	i	i	i	i	i	i	i
CCOC(=O)CSc1nnc(CNc2ccccc2Cl)n1-c1ccccc1	i	2	-0.3	12	i	i	i	i	i	i	i
Cc1cccc2cc(C3CC(c4ccco4)=NN3C(=O)CCC(=O)O)c(Cl)nc12 (configuration not stated)	i	-6	0.0	6	i	i	i	i	i	i	i
COc1cc(/C=C/C(=O)OCC(=O)NC(=O)NC(C)(C)C)cc(OC)c1OC	i	8	0.0	-24	i	i	i	i	i	i	i
O=c1[nH]c2ccccc2nc1/C=C/c1ccc(F)cc1	-8*	2	3.1	21	i	i	i	i	i	i	i
O=C(C1=C(O)C(=O)N(CCN2CCOCC2)C1c1ccc(F)cc1)c1cccs1 (configuration not stated)	i	-5	-1.7	2	i	i	i	i	i	i	i
CC1=NN(c2ccccc2)C(=O)/C1=C/c1c(C)[nH]n(-c2ccc(C)cc2)c1=O	i	-1	-0.2	0	i	i	i	i	i	i	i
Cc1cc(=O)oc2cc(OCC(=O)NCCN3CCOCC3)ccc12	i	-6	-0.1	0	i	i	i	i	i	i	i
CCOc1ccc(CN2CCN(c3cc(C)nc4c5c(C)cc(C)nc5nn34)CC2)cc1	nt	1	0.9	-7	i	i	i	nt	i	i	nt
COc1ccc2cc(S(=O)(=O)Nc3ccccn3)ccc2c1	i	-4	-0.7	-3	i	i	i	i	i	i	i
C=CCOc1c2ccc(C(=O)NCc3ccccc3OC)cc2nn1C	i	8	0.0	4	i	i	i	i	i	i	i
Cc1cc(NC(=O)c2cc(-c3ccco3)on2)no1	i	2	0.7	-2	i	i	i	i	i	i	i
CCCCNC(=O)COC(=O)CNC(=O)c1cc(Cl)cc([N+](=O)[O-])c1	i	1	0.6	9	i	i	i	i	i	i	i
Cn1c(Cc2nc(-c3cnccn3)no2)nnc1SCC(=O)Nc1ccccc1	i	-3	-0.5	0	i	i	i	i	i	i	i
COC(=O)C1CCN(C(=O)Cn2nnc(-c3ccccc3)n2)CC1	i	4	-0.1	2	i	i	i	i	i	i	i
COc1cccc(C2/C(=C(\O)c3ccc4c(c3)OCCO4)C(=O)C(=O)N2c2nnc(C)s2)c1 (configuration not stated)	i	12	-6.1	-3	i	i	i	i	i	i	i
O=C(NCCc1c[nH]c2ccccc12)C(=O)NCC(c1cccnc1)N1CCN(c2ccccc2)CC1 (configuration not stated)	i	3	0.0	5	i	i	i	i	i	i	i
(listing goes on)
SMILES	MrgX1 antagonist	Platelet DG rel	HIF activator	SKKanGAS inh	TRPC6 inh	RGS4 inh	TRPC4 block	MrgX1 agonist	RGS4 pot	TRPC6 act	MrgX1 allo act
CC(C)Cc1ccc(C(C)NC(=O)c2ccc(=O)[nH]c2)cc1 (configuration not stated)	i	-7	-0.1	-3	i	i	i	i	i	i	i
CC(C)(C)[C@H]1CCC(=O)N([C@H](CC#N)Cc2ccccc2)CC1	i	3	-0.2	3	i	i	i	i	i	i	i
CCC(NS(=O)(=O)c1ccc(C)cc1)C(=O)Nc1ccc(NC(C)=O)cc1 (configuration not stated)	i	-7	-0.2	3	i	i	i	i	i	i	i
COc1ccc(-c2c([C@H]3[C@H]4C=CC[C@@H](C)[C@@H]4C(=O)N3Cc3ccccc3)ccc3ccccc23)cc1	i	2	0.0	28	i	i	i	i	i	i	i
COC(=O)c1c(NC(=O)CN2CCN(S(=O)(=O)c3ccccc3[N+](=O)[O-])CC2)sc2c1CCC(C)C2 (configuration not stated)	i	-5	0.7	10	i	i	i	i	i	i	i
CCOc1ccc2[nH]c(=O)c(C(c3nnnn3CC3CCCO3)N3CCc4ccccc4C3)cc2c1 (configuration not stated)	i	-5	0.6	-12	i	i	i	i	i	i	i
COc1ccc(C(=O)c2c(N)sc3c2CCN(C(=O)OC(C)(C)C)C3)cc1	i	21	-0.4	10	i	i	i	i	i	i	i
CCOC(=O)C1=C(CNCCc2ccc(Cl)cc2)NC(=O)NC1c1ccc2c(c1)OCO2 (configuration not stated)	i	0	-0.1	10	i	i	i	i	i	i	i
CN1CCN(C(=O)c2cc3sccc3n2CC(=O)c2ccccc2)CC1	i	-6	-0.4	0	i	i	i	i	i	i	i
CCN1CCN(C(=O)C(=O)c2cn(CC(=O)N3CCCC3)c3ccccc23)CC1	i	-10	-0.1	-17	i	i	i	i	i	i	i
CCN1C(=O)[C@H]2[C@@H](c3ccc(-c4ccc(OC)cc4)cc3)N[C@@](C)(C(=O)OC)[C@H]2C1=O	i	-5	0.4	1	i	i	i	i	i	i	i
CCOc1cc(NC(=O)c2cccs2)c(OCC)cc1NC(=O)CCC(=O)NCCN1CCOCC1	i	-6	0.5	-1	i	i	i	i	i	i	i
O=C(CNC(=O)c1ccccc1Cl)N/N=C/c1ccc2c(c1)OCO2	i	1	-9.5	-1	i	i	i	i	i	i	i
CC(OC(=O)C1CCCCC1)c1nc2ccccc2[nH]1 (configuration not stated)	i	-17	-0.4	-1	i	i	i	i	i	i	i
COc1ccc2nc(SCC(=O)Nc3cc(OC)c(OC)cc3C(=O)O)c(C)cc2c1	i	16	0.1	3	i	i	i	i	i	i	i
O=C(CN1CCN(S(=O)(=O)c2ccccc2)CC1)NCCc1ccccc1	i	-4	0.1	33	i	i	i	i	i	i	i
COc1ccc2c(=O)c3c(=O)n(Cc4ccco4)c(C(C)C)nc3oc2c1	i	-6	-0.3	8	i	i	i	i	i	i	i
COc1cccc(-n2c(SCC(=O)NCCC3=CCCCC3)nc3n[nH]c(C)c3c2=N)c1	i	5	-0.1	2	i	i	i	i	i	i	i
O=C(COC(=O)C1CCC1)NCc1ccc(F)cc1	i	-2	0.2	3	i	i	i	i	i	i	i
Cc1cc(Cl)ccc1NC(=O)CN1CCC(C(O)(c2ccccc2)c2ccccc2)CC1	i	-2	-0.1	26	i	i	i	i	i	i	i
N#C/C(=C/c1ccc(N2CCCCC2)o1)C(=O)Nc1ccc2ccccc2c1	nt	-3	1.1	33	i	i	i	nt	i	80*	nt
Cc1onc(-c2c(Cl)cccc2Cl)c1NC(=O)NN(C)C	i	-2	-0.1	-6	i	i	i	i	i	i	i
c1ccc(-c2csc3ncnc(NCCCN4CCOCC4)c23)cc1	i	0	0.1	-3	i	i	i	i	i	i	i
O=C(NCc1ccccc1F)c1cc(=O)[nH]c2ccccc12	i	7	0.1	1	i	i	i	i	i	i	i
O=C(O)COc1ccc(/C=N/NC(=O)c2ccccc2Br)cc1	i	-1	0.8	-4	i	i	i	i	i	i	i
(more compounds)
SMILES	MrgX1 antagonist	Platelet DG rel	HIF activator	SKKanGAS inh	TRPC6 inh	RGS4 inh	TRPC4 block	MrgX1 agonist	RGS4 pot	TRPC6 act	MrgX1 allo act
COc1cccc(C(=O)Nc2cccc(C(=O)N3CCOCC3)c2)c1	i	1	-0.7	-5	i	i	i	i	i	i	i
COc1ccc(N(CC(O)CN2CCOCC2)S(=O)(=O)c2ccc(C)cc2)cc1 (configuration not stated)	i	-1	-0.2	5	i	i	i	i	i	i	i
CCCCN(C)CC(O)Cn1cc(/C=C/C(=O)c2ccc(C)cc2)c2ccccc21 (configuration not stated)	-5.4*	15	1.5	7	i	i	i	i	i	i	i
COc1ccc(CC(=O)Nc2ccc(NC(=O)c3ccc(Br)cc3)cc2)cc1OC	i	4	-32	-1	i	i	i	i	i	i	i
NC(=O)c1ccccc1NS(=O)(=O)Cc1ccccc1	i	4	-0.3	2	i	i	i	i	i	i	i
O=C1C2C3C=CC(C3)C2C(=O)N1CC1CCCO1 (configuration not stated)	i	2	0.6	nt	i	i	i	i	i	i	i

Source: PubChem

The order is random; 6.1% or so of the library scored in one or more.
